Screening results deposited in PubChem BioAssay by Sanford-Burnham Center for Chemical Genomics.
CXCR6 inh: CXCR6 receptor inhibitors, primary screen, cell-based, beta-arrestin, luminescence, CHO-K1 PathHunter, 1536-well; hit rate 0.36% among 360,000; inhibition, % at 20 µM; in the data active = inhibition above about 34%, passing the limit was not always enough;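 also: antagonist mode with CXCL16 agonist at 10 nM final; 0% = 10 nM CXCL16 with DMSO and 100% = unstimulated wells without agonist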
tim23-1 inh: growth inhibitors of tim23-1 mutant yeast, primary screen, luminescence, uHTS | hit rate 1.3% among 330,000 | inhibition, % at 20 µM | S. cerevisiae tim23-1 growth, BacTiter-Glo luminescence, 24 h;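 active = growth inhibition of the mutant yeast at or above 50%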;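 also: temperature-sensitive mutant grown at 25 °C; plate controls were DMSO-treated mutant yeast for no effect and medium wells lacking yeast for full effect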
UPR CHOP act: activators of apoptotic CHOP UPR arm, primary screen, cell-based, CHO-CHOP luciferase reporter, luminescence, uHTS | hit rate 0.34% among 330,000 | UPR activation; percent of tunicamycin response over DMSO baseline | activation, % at 10 µM;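 active = at 10 µM dose, activation of 40% or more, normalized to positive control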;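 also: 100% = tunicamycin at 10 µg/mL and 0% = DMSO alone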
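Material: CHO-CHOP cells, stable luciferase reporter of PERK-eIF2a-CHOP signalling; quantity: 500 reporter cells seeded per well; buffer or medium: F12 medium containing 10% fetal bovine serum; compound: one dose, 10 µM in 0.5% DMSO; incubation: 6 h compound treatment, 37 °C; measured by: Steady-Glo luciferase luminescence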
TIM10 inh: growth inhibitors of isogenic TIM10 control yeast, primary screen, counter-screen for tim10-1 yeast inhibitor project, luminescence, uHTS. S. cerevisiae TIM10 strain growth, BacTiter-Glo luminescence, 24 h. inhibition, % at 10 µM. hit rate 1.4% among 330,000. AID 463195, 2010;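 active = inhibition of 40% or more at the single tested concentration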;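 also: wild-type TIM10 isogenic control strain grown at permissive 25 °C; 0% = DMSO yeast wells and 100% = minimal medium wells without yeast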
APJ agonist: agonists of human apelin receptor APJ, primary screen, CHO-K1 cells, PathHunter beta-arrestin, luminescence; hit rate 0.11% among 330,000; 0% DMSO wells, 100% apelin; AID 2520, 2010; activation, % at 20 µM;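 active = activation more than six SD over the plate average, tested at 20 µM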;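 also: 0% = DMSO alone and 100% = apelin-13 at 10 nM; some results filed as inactive read as strong as hits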
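Assay system: CHO-K1 cells stably expressing ProLink-tagged human APJ and arrestin–beta-gal acceptor. Compound dosing: 20 µM single point, 1% DMSO. Times: 16-18 h seeding, 90 min dark compound exposure, 60 min detection. Detection: beta-gal luminescence. Evaluation: APJ–arrestin association signal. Controls: negative DMSO alone, positive Apelin-13 at 10 nM.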
UPR XBP1 act: activators of adaptive XBP1 UPR arm, primary screen, cell-based, CHO-XBP1 luciferase reporter, luminescence, uHTS; activation, % at 20 µM; IRE1-XBP1 UPR activation; percent of tunicamycin response, DMSO as zero; hit rate 0.33% among 330,000;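 active = versus positive control, 20 µM dose yields 30% or more activation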;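 also: 100% = tunicamycin at 10 µg/mL and 0% = DMSO only wells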
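Material: CHO cell line with stable XBP1 luciferase reporter; schedule: 16-18 h cell attachment at 37 °C, then 6 h compound exposure; signal: glow luminescence from Steady-Glo reagent; medium: serum-containing F12 medium, 10% FBS; benchmarks: tunicamycin 10 µg/mL and vehicle-only wells; read-out: percent activation relative to tunicamycin reference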
APJ antagonist: antagonists of human apelin receptor APJ, primary screen, CHO-K1 cells, beta-arrestin complementation, luminescence; P35414; inhibition, % at 20 µM; AID 2521, 2010; hit rate 0.32% among 330,000;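 active = inhibition above about 40% at 20 µM, limit read from the data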;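 also: cells challenged with 10 nM apelin-13 agonist together with compound; plate controls were apelin-13 plus DMSO wells for no effect and DMSO wells lacking apelin-13 for full effect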
Mdm2 MdmX PPI: inhibitors of human Mdm2-MdmX association, primary screen, cell-based, luminescence, split luciferase, SaOS-2, uHTS; Protein Mdm4 (Homo sapiens) + E3 ubiquitin-protein ligase Mdm2 (Homo sapiens), …; AID 485346, 2010; SaOS-2 split-luciferase Mdm2/MdmX complementation; hit rate 3% among 330,000; inhibition, % at 8 µM;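 active = inhibition of at least 50% at 8 µM in the primary screen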
Target sequence (O15151 whole entry, looked up): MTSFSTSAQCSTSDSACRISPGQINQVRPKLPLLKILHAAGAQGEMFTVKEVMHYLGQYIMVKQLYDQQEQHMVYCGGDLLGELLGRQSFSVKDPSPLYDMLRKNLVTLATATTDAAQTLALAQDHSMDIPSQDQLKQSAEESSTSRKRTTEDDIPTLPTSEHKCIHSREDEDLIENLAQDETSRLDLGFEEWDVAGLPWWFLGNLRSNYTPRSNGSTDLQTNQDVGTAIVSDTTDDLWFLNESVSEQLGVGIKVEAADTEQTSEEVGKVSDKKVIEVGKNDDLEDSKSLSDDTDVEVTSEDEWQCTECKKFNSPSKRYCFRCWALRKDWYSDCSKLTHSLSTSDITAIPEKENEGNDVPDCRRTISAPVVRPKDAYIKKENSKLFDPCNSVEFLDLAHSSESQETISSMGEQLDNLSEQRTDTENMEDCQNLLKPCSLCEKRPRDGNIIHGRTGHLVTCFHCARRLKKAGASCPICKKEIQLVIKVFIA
Target sequence (Q00987 whole entry, looked up): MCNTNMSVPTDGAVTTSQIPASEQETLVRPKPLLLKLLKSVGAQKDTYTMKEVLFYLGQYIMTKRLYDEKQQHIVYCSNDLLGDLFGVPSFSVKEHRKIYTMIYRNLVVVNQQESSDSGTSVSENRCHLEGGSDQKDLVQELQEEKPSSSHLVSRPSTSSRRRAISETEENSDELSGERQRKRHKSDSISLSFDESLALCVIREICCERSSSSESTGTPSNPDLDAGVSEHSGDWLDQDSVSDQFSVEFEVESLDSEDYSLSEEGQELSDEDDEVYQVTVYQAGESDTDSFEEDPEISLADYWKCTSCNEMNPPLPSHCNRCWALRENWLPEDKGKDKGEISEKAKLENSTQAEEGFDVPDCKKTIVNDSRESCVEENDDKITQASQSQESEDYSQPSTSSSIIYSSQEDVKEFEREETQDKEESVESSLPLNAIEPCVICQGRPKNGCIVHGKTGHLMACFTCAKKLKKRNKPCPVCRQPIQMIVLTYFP
tim10-1 inh: growth inhibitors of tim10-1 mutant yeast, primary screen, luminescence, uHTS; S. cerevisiae tim10-1 ts strain growth, BacTiter-Glo, 24 h; inhibition, % at 20 µM; hit rate 2.2% among 330,000;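 active = inhibition of at least 40%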;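 also: mutant grown at 25 °C; 0% = DMSO wells with yeast and 100% = wells holding no yeast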
* hit, by the source's call; · = not tested or not shown. These rows are one share of the data, so the mix of outcomes need not match the whole.

SMILES | CXCR6 inh | tim23-1 inh | UPR CHOP act | TIM10 inh | APJ agonist | UPR XBP1 act | APJ antagonist | Mdm2 MdmX PPI | tim10-1 inh
Cc1nn(-c2ccccc2)c2sc(C(=O)OCN3C(=O)c4ccccc4C3=O)cc12 | · | 0 | -1.3 | 3 | -3 | 0 | -5 | 30 | 1
Cc1cc(N/N=C(/CCC(=O)O)C(=O)O)nc2ccccc12 | -6 | 15 | -2.8 | 7 | 1 | -1 | -6 | -8 | 2
CCc1cccc(NC(=O)C2CCN(S(=O)(=O)c3ccc4c(c3)CC(C)N4C(C)=O)CC2)c1 (stereo not drawn) | 0 | 1 | 1.0 | 6 | 3 | -4 | -13 | 43 | 8
Cn1nc(C(=O)N2CCOCC2)c2ccccc2c1=O | 4 | 14 | -0.5 | 5 | 2 | -1 | 0 | 15 | -7
CC(=O)NC(CC(=O)NCCc1ccccc1)c1ccccc1 (stereo not drawn) | 3 | -3 | -0.1 | 5 | -5 | -2 | 21 | 18 | -6
Cc1cccn2cc(CCNS(=O)(=O)c3cccs3)nc12 | 2 | 4 | -0.1 | -14 | -6 | 3 | -3 | -7 | -9
CSc1nc(=S)n(-c2cc(C)ccc2C)c(C)c1C(C)=O | -3 | 16 | 0.5 | -3 | -2 | -4 | 14 | 30 | 16
COc1ccc(CCNC(=O)CCn2c(=O)[nH]c3cc(OC)c(OC)cc3c2=O)cc1OC | -6 | 8 | -0.5 | -7 | 4 | 1 | -10 | 14 | -15
O=C(CCc1ccc(S(=O)(=O)NCCc2ccccc2)cc1)N1CCN(Cc2ccc3c(c2)OCO3)CC1 | -6 | -5 | -0.7 | 20 | -2 | 1 | -1 | 22 | 31
NCCNC(=O)c1c(O)c2cccc3c2n(c1=O)CCC3 | 18 | 41 | 2.1 | 33 | 0 | -5 | -10 | -22 | -14
COc1ccc(/C(O)=C2\C(=O)C(=O)N(CC3CCCO3)C2c2cc(OC)ccc2OC)cc1 (stereo not drawn) | 2 | 11 | 0.7 | -3 | -8 | 1 | 4 | 20 | 7
Cc1ccc(-c2cc(-c3ccccc3C)[nH]n2)c(O)c1 | 2 | 74* | 9.2 | 49* | 1 | 4 | 4 | -53 | 48*
COc1ccc(/C(N)=N/OC(=O)CSc2ccc(C)cc2)cc1OC | -3 | 11 | -2.1 | 17 | 5 | 2 | -2 | 17 | 7
CC(=O)Nc1ccc(CN(C)CC2CCCN(CCc3cccc(C(F)(F)F)c3)C2)cc1 (stereo not drawn) | 2 | 0 | 1.4 | -7 | -1 | -1 | -1 | 11 | -13
CCCNCc1cc(Br)ccc1OCC(=O)NCCc1ccccc1 | 8 | 1 | 1.7 | -5 | -1 | -1 | -4 | 2 | 21
COc1ccc(CNS(=O)(=O)c2ccc(OC)cc2)cc1 | 0 | 2 | -4.7 | -2 | 3 | -3 | -26 | 17 | 10
CSCc1c(C(=O)Nc2ccc3c(c2)OCO3)oc2ccccc12 | -2 | 49 | 3.4 | 25 | -4 | 4 | 1 | -10 | 22
CC(NC(=O)c1cncc(Br)c1)c1ccc(S(N)(=O)=O)cc1 (stereo not drawn) | -3 | 3 | 0.5 | -6 | -1 | -4 | -4 | -7 | 10
O=C(CNC(=O)C1CCCCC1)Nc1cc(Cl)ccc1Cl | -5 | 30 | -1.4 | -9 | 0 | -2 | 0 | -9 | 13
O=C1C2CCCN2C(c2ccc(F)cc2)N1c1cccc(Cl)c1 (stereo not drawn) | 6 | -5 | -0.6 | -9 | -3 | -3 | -25 | 0 | -15
Cc1noc(C)c1C(=O)N1CCN(Cc2ccccc2)CC1 | -9 | 4 | 0.5 | -9 | 0 | 1 | 16 | 20 | -9
COc1ccccc1N(Cc1ccccc1)S(=O)(=O)c1cccc(C(=O)Nc2ncccc2C)c1 | -3 | 14 | -2.2 | 3 | 0 | -3 | 2 | 16 | 16
NC(=O)c1nsc(C(=O)N(Cc2cccnc2)C(C(=O)NCc2ccccc2)c2ccc(O)cc2)c1N (stereo not drawn) | -7 | 4 | 1.2 | 6 | -2 | -3 | 14 | 27 | -7
CCOC(=O)c1c(C)[nH]c(C)c1C(=O)COC(=O)c1cccc(S(=O)(=O)N(CC)CC)c1 | 1 | 25 | -2.4 | 15 | -5 | -3 | 11 | 9 | 29
CSc1ccc(NC(=O)NCc2ccccc2)cc1 | 6 | 15 | 7.4 | 7 | 1 | 0 | -21 | -35 | 3
Cc1ccc(CNn2cnnc2SCc2ccc(F)cc2)cc1 | -6 | 34 | 0.2 | 19 | 3 | 0 | 18 | 11 | 22
Cc1csc(NC(=O)CCC(=O)N(CC(=O)NC2CCCC2)Cc2ccccc2)n1 | 6 | 7 | -0.1 | 12 | -4 | 0 | 11 | 11 | -13
O=C(NCCCN1CCCC1)C1CCC(=O)N1C1CCCCC1 (stereo not drawn) | 3 | -9 | -1.5 | -10 | -3 | -2 | -8 | -19 | -22
O=C(Oc1cncc(Cl)c1)c1sccc1Cl | 14 | 10 | 6.2 | 6 | -4 | -1 | 3 | 18 | -29
COc1ccc(NC(=O)Nc2ccccc2F)cc1Cl | -9 | -4 | 9.2 | -6 | -3 | 0 | -2 | -117 | -2
COc1cccc(NC(=O)c2cc3c(=O)n4ccccc4nc3n(CC(C)C)c2=N)c1 | 5 | 1 | 8.7 | -12 | -1 | 5 | 41* | 74* | 7
CC1=CC(=O)C=CC1(C)C(Cl)(Cl)Cl (stereo not drawn) | 9 | -14 | -3.6 | -15 | -1 | -3 | -18 | 6 | -9
Cc1ccc2nc(SCC(=O)Nc3cc(C)on3)c(C)cc2c1 | -3 | -7 | 0.5 | -17 | 1 | 1 | -2 | 8 | 9
CS(=O)(=O)c1ccc(NC(=O)CCN2C(=O)NC3(CCCC3)C2=O)cc1 | 1 | 16 | 1.4 | 10 | -1 | 1 | 11 | -33 | 9
C(=N\C(/N=C/c1ccco1)c1ccco1)/c1ccco1 | -2 | 14 | -0.5 | -1 | 4 | -1 | -4 | -29 | 23
CC(=O)Nc1ccc2nc(-c3cccn3C)[nH]c2c1 | -12 | -5 | 4.1 | 9 | -1 | -3 | -3 | -7 | -4
O=C(Oc1cccc(NC(=O)c2ccco2)c1)c1ccc(Br)c(S(=O)(=O)N2CCCCC2)c1 | 14 | 20 | 2.3 | 18 | -5 | 1 | 8 | -23 | 19
CC[C@H](C)[C@H](NC(N)=O)C(=O)NCCc1ccc(OC)c(OC)c1 | -1 | 2 | -1.7 | -8 | -3 | -2 | 5 | -14 | 9
CCN1CCc2[nH]c3ccccc3c2C1 | -3 | 3 | -1.8 | -14 | -4 | -2 | -5 | 5 | 11
CCS(=O)(=O)N1CCC(C(=O)NCc2cccc(OC)c2)CC1 | 12 | 3 | -1.1 | -4 | 6 | 0 | 2 | 19 | -7
CC(=O)N1CC23C=CC(CC2CC12CCCCCC2)O3 (stereo not drawn) | -3 | 13 | -2.0 | 1 | -4 | -3 | -5 | -1 | 6
CCNC(=O)COC(=O)C1C(C(=O)OCC)=C(C)NC(C)=C1C(=O)OCC | -5 | 10 | 1.3 | -32 | 4 | -3 | 8 | 12 | -31
O=C1CSC(=S)N1/N=C/c1c(F)cccc1F | -9 | 29 | 3.1 | 13 | 6 | 0 | -13 | 1 | 23
C=CCN1C(=O)c2ccccc2Sc2ccc(C(=O)NCC(OC)OC)cc21 | -11 | 13 | -0.6 | -6 | 0 | -8 | 11 | -1 | 26
CCC[N+](CC#CCO)(CC#Cc1ccccc1)CCC | 2 | 5 | 1.7 | 4 | -2 | -1 | 1 | -16 | 2
CCOC(=O)c1c(S(=O)(=O)NCC(=O)N2CCN(c3ccc(OC)cc3)CC2)c(C)n(C)c1C | 5 | -12 | -1.1 | 9 | -4 | -3 | 22 | 1 | -1
O=C(CCCC(=O)OCC(F)(F)C(F)F)Nc1ccc(NC(=O)CCCC(=O)OCC(F)(F)C(F)F)cc1 | 1 | -4 | -1.7 | -5 | -5 | -1 | -29 | 0 | -1
COc1ccc(NC(=O)C2CCCN2S(=O)(=O)c2ccc(Cl)cc2)cc1 (stereo not drawn) | 1 | 18 | 0.2 | -10 | -2 | -3 | 10 | -2 | 3
